Screening results deposited in PubChem by several laboratories.
MT1-MMP act inh = MT1-MMP (human) activation inhibition | hit rate 0.061% among 360,000 | AID 651647 | GFP/RFP ratio change, % at 20 µM | HT1080 RFP-PRO-GFP cells, GFP/RFP ratio fluorescence, overnight; percent of plate control window, DMSO zero | P50281;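 active means GFP/RFP ratio change of at least 30% with cell ATP level not reduced by more than half and red fluorescence within 50% of control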; further: strong numbers were not always called active
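Compound: 20 µM single dose, 1% DMSO / System: HT1080 RFP-PRO-GFP cells / Controls: DMSO and RFP-L50D-GFP cell wells / Read-out basis: GFP/RFP fluorescence ratio / Schedule: overnight compound exposure at 37 °C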
PABP1 MLLE inh = blocks PAM2 peptide binding to the PABP1 MLLE domain; P11940; GST-MLLE / FITC-PAM2 fluorescence polarization; inhibition, % at 20 µM; hit rate 0.36% among 360,000; AID 588489; in the data active means inhibition above about 35%, passing the limit was not always enough;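 further: plate controls were DMSO wells with GST-MLLE for no effect and wells lacking GST-MLLE protein for full effect; some results filed as inactive read as strong as hits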
Neddyl block = inhibitors of human cullin neddylation; P61081+Q13564; TR-FRET cullin neddylation, biochemical; calls only at 25 µM; hit rate 0.58% among 360,000; AID 651699; in the data active means inhibition above about 36%
Rpn11 block = inhibitors of human proteasome Rpn11; O00487; human 26S proteasome, Ub4-pepOG fluorescence polarization; 20S core pre-blocked with epoxomicin; calls only at 20 µM; hit rate 0.59% among 360,000; AID 588493;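 active means inhibition at 20 µM, scaled to each plate's controls, above about 33%, limit read from the data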
Rin1 Abl inh = inhibitors of human Rin1-Abl protein interaction; P00519+Q13671; inhibition, % at 7.35 µM; TR-FRET Rin1/Abl binding, biochemical; hit rate 0.4% among 360,000; AID 588664; in the data active means inhibition above about 5%, passing the limit was not always enough
SKN-1 block = inhibitors of C. elegans SKN-1. C. elegans VP596 Pgst-4::GFP/RFP ratio, acrylamide-induced, 24 h. inhibition, % at 21.8 µM. hit rate 0.49% among 360,000;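 active means interference check ratio from 0.5 to 1.5 plus GFP to RFP signal ratio inhibition reaching or exceeding a fixed threshold, cut at about 30% in these data, passing the limit was not always enough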; further: some compounds called inactive have numbers as strong as hits
CSN deneddyl inh = CSN deneddylation inhibition; Purified CSN, SCF-Nedd8-OG deneddylation, fluorescence polarization; hit rate 0.38% among 360,000; inhibition, % at 12.5 µM; Q92905; AID 651999;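 active means pattern-corrected inhibition above about 35%, with an unprinted fluorescence ratio check between 0.5 and 1.5, limit read from the data, passing the limit was not always enough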;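 further: 0% = enzyme with substrate and 100% = substrate without enzyme; some results filed as inactive read as strong as hits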
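Test system: Human Csn5 produced in HEK293T cells | Compound: 12.5 µM single point | Times: 90 min, room temperature | Signal: Fluorescence polarization readout | Read-out basis: % inhibition of substrate cleavage by Csn5 | Controls: no-enzyme wells high, enzyme-with-substrate wells low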
NadD block = NadD (S. aureus) enzyme inhibition | hit rate 0.78% among 360,000 | inhibition, % at 20 µM | purified NadD enzyme, colorimetric absorbance read-out; in the data active means inhibition above about 26%; further: some compounds past the cut are filed as inactive
FAS TE block = inhibitors of human fatty acid synthase thioesterase domain; P49327; recombinant FAS-TE, OMFH fluorogenic substrate, fluorescence endpoint; inhibition, % at 15 µM; hit rate 0.67% among 360,000; AID 602261;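 active means compounds whose normalised, plate-corrected inhibition of enzyme fluorescence in the single-dose primary screen is 50% or more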;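 further: 0% = DMSO with enzyme and 100% = substrate without enzyme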
The depositor's hits bear a star; i = inactive; . = no result given.

entry	SMILES	MT1-MMP act inh	PABP1 MLLE inh	Neddyl block	Rpn11 block	Rin1 Abl inh
1	CC(=O)Nc1ccc(C(=O)OC2CCOC2=O)cc1 (stereo not drawn)	16	-6	i	i	1
2	CC(c1nccs1)N(C)c1nc2nonc2nc1N(C)C (stereo not drawn)	2	27	i	i	-4
3	C=CCNC(=S)NCc1cccnc1	6	-30	i	i	-4
4	CC(=O)SC(C[N+](=O)[O-])c1cn(C(C)=O)c2ccccc12 (stereo not drawn)	-3	25	i	i	1
5	Cc1ccc(S(=O)(=O)CCC(=O)N2CCN(c3ccc(Cl)cc3)CC2)cc1	13	11	i	i	-1
6	O=C(CNC(=O)c1cccs1)N/N=C/c1ccc(Cl)cc1	1	6	i	i	0
7	Cc1ccc(SCc2c(C(=O)N/N=C/c3ccc(C)o3)nnn2-c2nonc2N)cc1	1	4	i	i	-3
8	CN(C)S(=O)(=O)c1ccc(N2CCCC2)c(C(=O)Nc2ccccc2N2CCOCC2)c1	4	6	i	i	-1
9	O=C(CCn1nc(-c2ccc(Cl)cc2)ccc1=O)N1CCN(c2ccccc2)CC1	2	12	i	i	-1
10	CN(Cc1ccco1)S(=O)(=O)c1nnc(NC(=O)c2ccccc2)s1	-2	-11	i	i	-3

entry	SKN-1 block	CSN deneddyl inh	NadD block	FAS TE block
1	3	1	5	-7
2	-4	-4	11	-4
3	-6	-4	-3	-12
4	16	6	6	-11
5	16	8	-5	4
6	-2	2	3	-3
7	11	-1	4	8
8	26	2	0	5
9	6	2	1	51*
10	17	0	2	0

Next compounds.
entry	SMILES	MT1-MMP act inh	PABP1 MLLE inh	Neddyl block	Rpn11 block	Rin1 Abl inh
11	CCN(Cc1ccc(N(C)C)cc1)C(C)C(=O)Nc1ccc(S(=O)(=O)N2CCCC2)cc1 (stereo not drawn)	1	1	i	i	2
12	CCc1ccc(OCc2nnc(SCCN3CCOCC3)n2CC)cc1	0	-43	i	i	1
13	N#CCCn1cc(/C=N/NC(N)=S)c(-c2ccc(Br)cc2)n1	-38	-12	i	i	0
14	O=C(/C=C/c1ccccc1)NCc1ccco1	2	-9	i	i	0
15	Cc1ccsc1CNS(=O)(=O)c1ccc(F)cc1	1	2	i	i	-3
16	COc1cccc(/C=N/NC(=S)NCc2ccco2)c1OC	3	15	i	i	0
17	CC(C)=C(NC(=O)c1ccccc1)C(=O)N/N=C(\C)c1ccccc1O	4	9	i	i	2
18	CC(C)CCN1CCC(CN2C(=O)C(=O)NC[C@@H]2CC(C)C)CC1	8	0	i	i	3
19	CCOc1ccc(CCNC(=O)c2ccc(=O)[nH]c2)cc1OCC	.	-1	i	i	1
20	COC(=O)C1C(c2ccccc2)C(C(=O)O)C1c1ccccc1 (stereo not drawn)	-4	3	i	i	2

entry	SKN-1 block	CSN deneddyl inh	NadD block	FAS TE block
11	-22	-3	-1	28
12	-20	1	5	-7
13	7	-2	-2	2
14	7	-5	-7	-5
15	-5	-4	-4	-1
16	-5	3	-10	5
17	3	0	-6	-4
18	6	-2	-7	-7
19	6	5	4	-4
20	4	1	-7	-6

(further entries)
entry	SMILES	MT1-MMP act inh	PABP1 MLLE inh	Neddyl block	Rpn11 block	Rin1 Abl inh
21	O=C(O)c1ccc(N/N=C/c2ccnc3ccccc23)cc1	-4	11	i	i	-4
22	Cc1ccc(-c2cc(C(=O)N3CCCC(C(F)(F)F)C3)c3ccccc3n2)o1 (stereo not drawn)	-5	24	.	i	-1
23	O=C(NN1C(=O)c2cc(Br)ccc2NC1c1cc(Br)cc(Br)c1O)c1ccncc1 (stereo not drawn)	2	-76	i	i	-1
24	Cc1ccc(-n2c(=O)c(C#N)cc3c(=O)n4ccccc4nc32)cc1C	16	1	.	i	-4
25	Cc1n(Cc2ccccc2)c2ccccc2[n+]1Cc1ccccc1	1	5	i	i	1
26	O=C(CNC(=O)c1cnccn1)Nc1ccc(F)c(F)c1F	-1	1	i	i	-2
27	Cc1cccc(NS(=O)(=O)c2cccc(C(=O)Nc3cccc(C(=O)O)c3)c2)c1	-4	-11	i	i	0
28	CCN(CC)C(=O)Cn1nc(-c2ccncc2)nc1SCC(=O)Nc1ccc(OC)cc1	-1	4	i	i	2
29	COCc1cc(NCc2ccc(Cl)cc2)nc(C)n1	2	-6	i	i	1
30	O=C(COc1ccccc1F)Nc1ccc2[nH]c(=O)[nH]c2c1	-4	-7	i	i	-5

entry	SKN-1 block	CSN deneddyl inh	NadD block	FAS TE block
21	13	0	-5	-2
22	-11	1	0	5
23	-6	12	20	19
24	16	0	-3	19
25	7	-1	-5	-4
26	4	-1	1	0
27	10	3	-10	-5
28	16	-1	-2	-3
29	-5	0	-1	-3
30	3	-2	2	-6

The list goes on:
entry	SMILES	MT1-MMP act inh	PABP1 MLLE inh	Neddyl block	Rpn11 block	Rin1 Abl inh
31	CCOc1ccc(NC(=O)CN(c2ccc(OCC)cc2)S(=O)(=O)c2c(C)[nH]c(=O)[nH]c2=O)cc1	5	15	i	i	0
32	CCOC(=O)c1nc2c(=O)n(C)c(=O)n(C)c2n(C)c1=O	2	-6	i	i	-1
33	COc1ccccc1/C=N/NC(=O)C(=O)Nc1ccccc1OC(F)(F)C(F)F	1	10	i	i	1
34	Cn1c(SCc2nc3cc(C(=O)O)ccc3c(=O)[nH]2)nnc1C(F)(F)F	0	-5	i	i	-2
35	CCOc1ccc(N2CC(C(=O)N3CCCCCC3)CC2=O)cc1 (stereo not drawn)	1	-4	i	i	-1
36	CS(=O)(=O)N(Cc1ccc(Cl)cc1)c1ccc(C(=O)NCc2ccccn2)cc1	-5	3	i	i	-4
37	COc1ccc(CN(C)Cc2ccccc2)c(OC)c1OC	1	11	i	i	1
38	COc1ccc(S(=O)(=O)N2CCCCC2)cc1NC(=O)C1CC(=O)N(Cc2ccccc2)C1 (stereo not drawn)	5	0	i	i	4
39	CCOc1ccccc1C(=O)N(CN1CCCC1=O)c1cccc(Cl)c1	1	-6	i	i	-4
40	CC1Cc2ccccc2N1C(=O)CSc1nnnn1C (stereo not drawn)	16	-4	i	i	2

entry	SKN-1 block	CSN deneddyl inh	NadD block	FAS TE block
31	1	-3	3	1
32	9	3	-2	-6
33	-2	2	-4	19
34	15	5	2	-6
35	4	3	2	-4
36	0	-3	-1	1
37	9	0	-4	-10
38	1	0	-3	-5
39	-4	5	2	-6
40	16	4	-2	-7

6 entries from above, with values under each structure:
Below each SMILES: MT1-MMP act inh, PABP1 MLLE inh, Neddyl block, Rpn11 block, Rin1 Abl inh, SKN-1 block, CSN deneddyl inh, NadD block, FAS TE block
#34 Cn1c(SCc2nc3cc(C(=O)O)ccc3c(=O)[nH]2)nnc1C(F)(F)F
→ 0, -5, i, i, -2, 15, 5, 2, -6
#36 CS(=O)(=O)N(Cc1ccc(Cl)cc1)c1ccc(C(=O)NCc2ccccn2)cc1
→ -5, 3, i, i, -4, 0, -3, -1, 1
#35 CCOc1ccc(N2CC(C(=O)N3CCCCCC3)CC2=O)cc1 (stereo not drawn)
→ 1, -4, i, i, -1, 4, 3, 2, -4
#39 CCOc1ccccc1C(=O)N(CN1CCCC1=O)c1cccc(Cl)c1
→ 1, -6, i, i, -4, -4, 5, 2, -6
#32 CCOC(=O)c1nc2c(=O)n(C)c(=O)n(C)c2n(C)c1=O
→ 2, -6, i, i, -1, 9, 3, -2, -6
#38 COc1ccc(S(=O)(=O)N2CCCCC2)cc1NC(=O)C1CC(=O)N(Cc2ccccc2)C1 (stereo not drawn)
→ 5, 0, i, i, 4, 1, 0, -3, -5

Remaining list, next part:
entry	SMILES	MT1-MMP act inh	PABP1 MLLE inh	Neddyl block	Rpn11 block	Rin1 Abl inh
41	Cc1[nH]c2ccc(C(=O)N3CCCC3)cc2c1C	-2	-1	i	i	5
42	CCC(OC(=O)c1ccc(S(C)(=O)=O)c([N+](=O)[O-])c1)C(=O)NC1C2CC3CC(C2)CC1C3 (stereo not drawn)	5	-22	i	i	2
43	CCOc1ccc(CNC(=O)c2ccc3c(c2)N(CC)CCS3)cc1	-2	-5	i	i	2
44	COc1ccc(NC(=O)COC(=O)c2ccncc2)c(OC)c1	2	2	i	i	0
45	Cc1ccc(C(=O)N2c3ccccc3CC2C)o1 (stereo not drawn)	2	-10	i	i	-2
46	Cc1nc(=O)c(-c2ccccc2)c(C)n1-c1ccccc1O	0	-3	i	i	1
47	CCN(CC)c1ccc(C(=O)OCC(=O)N(C)Cc2ccccc2)cc1	-1	-2	i	i	-1
48	COc1ccc(-n2nc(C(=O)NCC(=O)NCCC3=CCCCC3)c3ccccc3c2=O)cc1OC	-3	2	i	i	-1
49	CCOC(=O)CCC(=O)NCc1ccc2c(c1)cc(C)n2C	22	21	i	i	-13
50	CSc1ccc(S(=O)(=O)Nc2ccc(F)cc2)cc1	-1	-5	i	i	0

entry	SKN-1 block	CSN deneddyl inh	NadD block	FAS TE block
41	2	1	-3	-8
42	10	-1	-2	23
43	-2	-6	-7	14
44	3	3	2	-4
45	6	-2	-4	-1
46	15	-5	-2	-6
47	3	8	-3	7
48	0	-6	-5	0
49	67	-4	1	-4
50	11	-7	0	4

Additional structures follow.
entry	SMILES	MT1-MMP act inh	PABP1 MLLE inh	Neddyl block	Rpn11 block	Rin1 Abl inh
51	COc1cccc(C(c2nnnn2C(C)(C)C)N2CCN(C/C=C/c3ccccc3)CC2)c1OC (stereo not drawn)	0	7	i	i	-1
52	COc1ccc(C(=O)NCC(=O)N/N=C/c2ccco2)cc1OC	-8	6	i	i	4
53	COc1ccc(CSc2nncn2C)cc1F	0	10	i	i	1
54	CCOC(=O)Cc1csc(NC(=O)Nc2ccc(OC(F)(F)F)cc2)n1	-9	4	i	i	2
55	Cc1ccc(NC(=O)CSc2nc(=O)n(CCCN3CCOCC3)c3c2CCCC3)cc1F	0	9	i	i	-1
56	Cc1ccc(C(=O)NCC(=O)OCCCOC(=O)CNC(=O)c2ccc(C)c(C)c2)cc1C	5	-3	i	i	4
57	C=CCCCCCCCCC(=O)N1CCN(c2cc3c(cc2F)c(=O)c(C(=O)O)cn3CC)CC1	-1	14	i	i	2

entry	SKN-1 block	CSN deneddyl inh	NadD block	FAS TE block
51	-10	-1	-7	7
52	-5	-1	-1	-2
53	5	-2	0	-10
54	-14	-6	-15	-3
55	-9	-2	-2	4
56	-9	-5	-6	0
57	0	-1	3	2
